FXIa inh 1536: factor XIa (human) inhibition | AID 798 | purified FXIa, Boc-Glu-Ala-Arg-AMC fluorogenic substrate | inhibition, % at 5 µM | 220,000 tested, 0.14% active;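 active = inhibition of at least 40%; inactive = inhibition below 40%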;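 note: fluorescence of freed AMC excited at 355 nm; 0% = enzyme without compound and 100% = no enzyme blank; many of its hits are not listed in these tables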
Rad51 HR inh: blocks human Rad51 in homologous recombination. Q06609. hRad51 DNA strand exchange, fluorescence dequenching. inhibition, % at 10 µM. 200,000 tested, 0.085% active. AID 1385;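 active = inhibition above 40% at the single screening dose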;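 note: 0% = DMSO control wells and 100% = blanks with heterologous ssDNA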
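Material: hRad51 filaments on single-stranded DNA; Reagent: Donor/quencher-labelled 47-bp dsDNA substrate; Compound: 10 µM final, single point; Schedule: 37 °C 15-min filament assembly, 30-min compound preincubation, 15-min exchange; Technique: FRET fluorescence, excitation 485 nm, emission 520 nm; Benchmarks: control wells and blank wells on each plate.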
KLK5 inh: inhibitors of human kallikrein 5; Q9Y337; recombinant hK5, fluorogenic AMC substrate cleavage; inhibition, % at 5 µM; 210,000 tested, 0.59% active;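 active = inhibition of 40% or more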;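 note: 0% = enzyme controls without compound and 100% = no-enzyme blanks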
TNF death inh: inhibitors of TNF-alpha induced necroptosis in Jurkat FADD-/- cells. 220,000 tested, 0.068% active. activation (protection from cell death), % at 10 µM. Jurkat FADD-/- TNF necroptosis rescue, ATP luminescence, 24 h; 0 = TNF only, 100 = no-TNF cells;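 active = activation, meaning protection from cell death, of at least 50% relative to plate controls; inactive = activation below 50%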;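 note: necroptosis triggered by 40 ng/mL TNF-alpha added together with compound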
zVAD death inh: L929 zVAD cell death inhibition | L929 zVAD necroptosis rescue, ATP luminescence, 24 h; with zVAD 60 µM | 220,000 tested, 0.38% active | AID 1377 | viability rescue, % at 10 µM;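 active = activation, scaled between plate controls, above about 75%, limit read from the data; inactive = activation under that limit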;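 note: 0% = zVAD with DMSO and 100% = DMSO alone without zVAD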
Cl transport mod: modulators of human KCC2 chloride dependent transport | Q9H2X9 | KCC2 cells, thallium flux FluoZin-2 fluorescence | B-score of Tl+ flux slope (higher = more flux/activation; lower = inhibition) at 10 µM | 190,000 tested, 2.2% active;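 active = thallium flux slope and its plate-corrected score both differing from the plate sample mean at a set confidence after two filtering rounds, in either direction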;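 note: slope of fluorescence scaled to starting intensity during 10 to 20 s after thallium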
Target sequence (Q9H2X9 whole entry, looked up): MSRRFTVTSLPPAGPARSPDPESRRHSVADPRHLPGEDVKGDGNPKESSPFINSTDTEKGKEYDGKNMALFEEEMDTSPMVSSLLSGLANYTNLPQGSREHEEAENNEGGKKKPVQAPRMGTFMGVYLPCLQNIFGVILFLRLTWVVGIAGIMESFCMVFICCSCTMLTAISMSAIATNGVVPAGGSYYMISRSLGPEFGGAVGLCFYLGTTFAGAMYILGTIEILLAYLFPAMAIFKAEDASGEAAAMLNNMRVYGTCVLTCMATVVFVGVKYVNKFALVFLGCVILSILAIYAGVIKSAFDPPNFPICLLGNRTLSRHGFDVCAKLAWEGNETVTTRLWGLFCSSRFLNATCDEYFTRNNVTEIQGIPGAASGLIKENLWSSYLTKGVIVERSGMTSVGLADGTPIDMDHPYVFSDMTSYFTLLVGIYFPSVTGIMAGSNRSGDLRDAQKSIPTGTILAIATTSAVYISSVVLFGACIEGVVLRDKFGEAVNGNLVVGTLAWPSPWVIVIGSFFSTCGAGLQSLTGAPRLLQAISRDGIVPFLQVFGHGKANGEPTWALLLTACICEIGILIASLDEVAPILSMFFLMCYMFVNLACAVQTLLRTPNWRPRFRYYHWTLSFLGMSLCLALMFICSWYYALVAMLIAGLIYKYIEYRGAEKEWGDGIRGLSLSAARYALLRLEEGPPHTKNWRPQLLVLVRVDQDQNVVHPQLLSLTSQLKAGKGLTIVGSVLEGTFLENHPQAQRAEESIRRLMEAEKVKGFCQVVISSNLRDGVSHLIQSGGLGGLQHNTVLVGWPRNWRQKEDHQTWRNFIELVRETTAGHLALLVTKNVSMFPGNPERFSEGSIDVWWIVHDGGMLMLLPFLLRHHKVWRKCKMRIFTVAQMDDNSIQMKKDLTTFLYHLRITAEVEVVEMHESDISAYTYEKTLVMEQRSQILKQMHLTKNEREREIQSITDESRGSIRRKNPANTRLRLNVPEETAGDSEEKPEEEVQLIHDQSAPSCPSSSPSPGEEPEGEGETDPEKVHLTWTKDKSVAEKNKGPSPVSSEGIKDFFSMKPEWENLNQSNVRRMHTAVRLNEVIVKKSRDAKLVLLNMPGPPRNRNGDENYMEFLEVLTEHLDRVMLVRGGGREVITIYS
Hck-Nef inh: human Hck-Nef kinase inhibition; Recombinant Hck-YEEI plus Nef, Z-Lyte FRET kinase assay; AID 463187; P08631; 220,000 tested, 0.68% active; inhibition, % at 20 µM;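 active = Hck-Nef kinase inhibition above about 50%, limit read from the data; inactive = inhibition below that limit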;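 note: 0% = DMSO with Hck plus Nef and 100% = Hck alone without Nef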
FXIIa inh: inhibitors of human coagulation factor XIIa. purified FXIIa, Boc-QGR-AMC fluorogenic substrate, 2 h. P00748. 220,000 tested, 0.3% active. inhibition, % at 5 µM. AID 800; in the data active = inhibition above about 40%;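 note: 0% = enzyme with no compound and 100% = blank without enzyme; many of its hits are not listed in these tables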
thrombin 1536: blocks human thrombin protease activity; P00734; alpha-thrombin, Boc-VPR-AMC fluorogenic substrate cleavage; inhibition, % at 5 µM; 220,000 tested, 0.26% active; AID 1046;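 active = inhibition at or above 40%; inactive = inhibition below 40%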;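 note: 0% = enzyme with no compound and 100% = wells without enzyme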
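Material: human alpha-thrombin protein. Incubation: reaction at ambient temperature. Technique: fluorescence of released AMC, ex 355 nm, em 460 nm. Control set: no-compound enzyme wells and no-enzyme blanks. Also added: Boc-VPR-AMC substrate, 15 µM final. Buffer or medium: pH 7.5 Tris (50 mM) with NaCl 150 mM, Tween 20 0.05%.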
* = called active by the depositor; · = no result given. A portion of the library; the hit share may differ from the screen's.

#	compound	FXIa inh 1536	Rad51 HR inh	KLK5 inh	TNF death inh	zVAD death inh
1	COc1cccc(CN2CCNC(=O)C2CC(=O)NCCc2nc(C)c(C)s2)c1OC (stereo not drawn)	-6	-3	-6	1.2	1.4
2	COC(CN(C)C(C(=O)NC1CCCCC1)c1ccccc1)OC (stereo not drawn)	-4	-10	-8	-0.7	0.0
3	COC(CNC(=O)Cn1ncc2ccsc2c1=O)OC	-8	0	-2	0.5	0.6
4	O=C(CN1C(=O)c2ccccc2S1(=O)=O)NCCSc1ccccc1	4	12	-10	3.1	0.7
5	Cc1ccc(N2N=C(c3ccc(Br)cc3)CCC2=O)cc1	24	-2	10	3.0	-0.2
6	Cc1nc(N2CCOCC2)nc(OC(C)C)c1[N+](=O)[O-]	0	2	-30	1.3	1.8
7	O=S(=O)(Nc1ccc(S(=O)(=O)Nc2nccs2)cc1)c1ccc2c(c1)OCCO2	-8	3	-10	-8.8	0.3
8	CC(=O)c1c(C)[nH]c(C(=O)OCC(=O)Nc2ccc([N+](=O)[O-])cc2Cl)c1C	1	23	-6	-0.7	-0.3
9	CCOC(=O)c1c(CN2CCN(C)CC2)oc2ccc(OC)cc12	0	3	-8	0.1	-0.4
10	CCC1=NN2C(=N)/C(=C\c3ccc(OCc4cc(=O)n5nc(CC)sc5n4)c(OC)c3)C(=O)N=C2S1	1	3	-7	1.4	3.8

#	Cl transport mod	Hck-Nef inh	FXIIa inh	thrombin 1536
1	0.18	16	-1	-14
2	1.3	-13	4	-1
3	0.25	7	3	-4
4	-3.1	0	9	-8
5	0.37	0	17	-3
6	-0.83	5	6	-8
7	0.14	2	9	3
8	1.1	-3	10	-1
9	-0.0043	1	13	-4
10	-1.1	45	5	-3

Next part:
#	compound	FXIa inh 1536	Rad51 HR inh	KLK5 inh	TNF death inh	zVAD death inh
11	Cc1cc2c(c(SCC(N)=O)n1)C(=O)OC2	1	·	4	-0.1	0.2
12	O=C(Cn1c(=S)[nH]c2ccccc2c1=O)N1CCN(c2ccc(F)cc2)CC1	3	-4	2	0.5	1.2
13	C/C(=N\N1CCN(Cc2ccc(C)cc2)CC1)c1ccco1	3	·	-9	0.2	0.5
14	COC(=O)COc1cccc(NC(=O)c2ccc(C)cc2)c1	1	-8	-29	-0.3	0.5
15	O=C(CN(Cc1cccs1)C(=O)CNC(=O)c1ccco1)NC1CCCCC1	28	1	8	-2.8	-0.2
16	Fc1ccccc1N1CCN(CCCNc2ccc3nncn3n2)CC1	5	-4	0	0.5	0.9
17	C#CCOCCOCCOCCNc1nc(N2CCN(C(=O)Cn3cc(CCCCN)nn3)CC2)nc(N2CCN(C(=O)[C@H](C(C)C)n3cc(CCO)nn3)CC2)n1	-6	2	-11	2.1	4.8
18	CCN(CC)S(=O)(=O)c1ccc2c(c1)N(CC(=O)NCc1ccccn1)C(=O)CO2	2	-8	10	0.2	-0.2
19	CCCC(=O)C1=C(O)C(C(=O)OC)C(C)(C)CC1=Nc1ccc(Br)cc1 (stereo not drawn)	-5	-15	-3	0.4	-0.1
20	Cc1cc(Br)ccc1NC(=O)CN1C(=O)C2C3CC(c4ccccc4)C(C3)C2C1=O (stereo not drawn)	1	·	-8	-14	-0.2

#	Cl transport mod	Hck-Nef inh	FXIIa inh	thrombin 1536
11	0.94	21	9	-4
12	-3.8	16	8	0
13	0.38	8	5	-4
14	0.23	-1	15	2
15	-0.9	-1	33	1
16	·	1	10	-1
17	0.25	-3	9	-4
18	0.53	1	25	22
19	-0.93	-3	2	-3
20	·	-1	15	0

Carrying on.
#	compound	FXIa inh 1536	Rad51 HR inh	KLK5 inh	TNF death inh	zVAD death inh
21	Cc1ccc2c(c1)c(C)c(C)n2CC(O)Cn1nnc2ccccc21 (stereo not drawn)	-1	-2	6	-0.4	1.8
22	O=C(O)c1ccc(N/N=C/c2cccc(F)c2)cc1	13	-2	-9	0.8	2.7
23	COc1cccc(/C=N/n2c(C)nc3ccccc3c2=O)c1O	-2	-11	-24	-1.1	1.1
24	CCOC(=O)c1[nH]c(C)c(C(=O)N(C)Cc2ccccc2)c1C	6	0	16	-0.3	0.1
25	COc1ccccc1OC(=O)c1ccc2nsnc2c1	-2	-5	1	-1.2	0.0
26	CN1C2C=C3C(C#N)=C(N)C(C#N)(C#N)[C@@H](c4cccc(F)c4)[C@@H]3C1CC2 (stereo partly drawn)	2	15	-14	-1.1	-0.2
27	Cc1ccc(C(=O)NC(=S)Nc2cccc3c(C)cc(C)nc23)cc1	5	-4	-13	-5.1	0.2
28	CCOC(=O)C1CCCN(S(=O)(=O)c2ccccc2)C1 (stereo not drawn)	1	3	0	-2.7	-0.3
29	COC(=O)c1sc(S(=O)(=O)N2CCC(C(N)=O)CC2)c(C(=O)OC)c1C	-6	5	-7	-1.3	-0.3
30	Cn1cc(CN2CCCC(CO)(Cc3cccc(Cl)c3)C2)cn1 (stereo not drawn)	-4	-3	·	2.1	-0.9

#	Cl transport mod	Hck-Nef inh	FXIIa inh	thrombin 1536
21	·	9	4	-9
22	-1.7	5	13	-6
23	-0.97	0	6	-3
24	·	0	18	3
25	-0.82	0	7	-2
26	0.3	0	10	1
27	0.93	1	6	9
28	0.24	0	15	4
29	-0.76	-17	-5	-6
30	1.2	10	8	-6

Entries by screen from the entries so far:
Nos. 23–30 in Cl transport mod read -0.97, ·, -0.82, 0.3, 0.93, 0.24, -0.76, 1.2

(list continues)
#	compound	FXIa inh 1536	Rad51 HR inh	KLK5 inh	TNF death inh	zVAD death inh
31	Cc1ccc(S(=O)(=O)N2CCCC(C(=O)NCC3COCCO3)C2)cc1 (stereo not drawn)	8	-8	-18	-4.1	0.1
32	CC(=O)C(Cc1cnc(Cl)s1)(Cc1cnc(Cl)s1)C(C)=O	0	0	-15	-3.8	0.0
33	O=C(CSc1nnc(-c2n[nH]c3ccccc23)n1-c1ccccc1)Nc1ccccc1Cl	0	15	-10	-0.5	·
34	CCc1nc(SCC(=O)Nc2nnc(CC(C)C)s2)n[nH]1	-3	-9	3	1.3	-0.1
35	Cc1[nH]c(=O)[nH]c(=O)c1NS(=O)(=O)c1ccc2c(c1)CCCC2	4	2	-11	-1.4	0.1
36	CCOC(=O)c1nn(-c2cccc(C)c2)c2nnc(Cc3ccc(C)cc3)c(=O)n12	5	1	0	0.7	1.5
37	CN1CCN(c2ccc([N+](=O)[O-])cc2S(=O)(=O)N2CCOCC2)CC1	-6	-4	3	-0.6	0.0
38	COc1ccccc1NC(CC(=O)c1ccccc1)C(=O)OCC(=O)c1ccc(Br)cc1 (stereo not drawn)	21	-9	-9	0.4	0.1
39	O=C(CSc1ncnc2c1cnn2-c1ccccc1Cl)N1CCN(C(=O)c2ccco2)CC1	0	1	15	-5.0	74
40	c1ccc(N2CCN(c3nc4ccccc4n4nnnc34)CC2)cc1	6	2	1	1.1	10

#	Cl transport mod	Hck-Nef inh	FXIIa inh	thrombin 1536
31	0.016	0	1	-4
32	-1.1	2	11	-2
33	-0.27	3	5	-1
34	-0.06	-30	·	-5
35	1.6	-20	7	-1
36	-4.6	3	14	-3
37	1.2	-2	17	-6
38	0.014	6	27	2
39	0.31	4	16	4
40	0.34	1	16	5

Complete entries, looked up by structure. Order of screens: FXIa inh 1536	Rad51 HR inh	KLK5 inh	TNF death inh	zVAD death inh	Cl transport mod	Hck-Nef inh	FXIIa inh	thrombin 1536
`Cc1ccc(S(=O)(=O)N2CCCC(C(=O)NCC3COCCO3)C2)cc1` (stereo not drawn) in the list: 8	-8	-18	-4.1	0.1	0.016	0	1	-4
`CC(=O)C(Cc1cnc(Cl)s1)(Cc1cnc(Cl)s1)C(C)=O` in the list: 0	0	-15	-3.8	0.0	-1.1	2	11	-2
`CN1CCN(c2ccc([N+](=O)[O-])cc2S(=O)(=O)N2CCOCC2)CC1` in the list: -6	-4	3	-0.6	0.0	1.2	-2	17	-6
`c1ccc(N2CCN(c3nc4ccccc4n4nnnc34)CC2)cc1` in the list: 6	2	1	1.1	10	0.34	1	16	5
`O=C(CSc1nnc(-c2n[nH]c3ccccc23)n1-c1ccccc1)Nc1ccccc1Cl` in the list: 0	15	-10	-0.5	·	-0.27	3	5	-1

Continuation.
#	compound	FXIa inh 1536	Rad51 HR inh	KLK5 inh	TNF death inh	zVAD death inh
41	COc1cccc(/C=C/C(=C2/C(=O)N(c3ccccc3)N=C2C)c2ccc(Br)cc2)c1OC	5	-5	0	-3.4	-0.6
42	CCC(=O)N1CCc2cc(S(=O)(=O)N3CCN(C(=O)c4ccco4)CC3)ccc21	-5	8	-2	-1.2	0.4
43	COCCn1c(=O)[nH]c2cc(C(=O)NCCN3CCN(c4ccccc4F)CC3)ccc2c1=O	1	3	12	-2.6	3.5
44	Cc1ccc(Nc2nc(-c3c(C)nc4ncccn34)cs2)cc1	3	-2	0	-19	-0.1
45	Cc1nc2ncccn2c1-c1csc(NCc2ccco2)n1	6	0	-15	-6.2	0.6
46	CN1CCN(C(=O)c2ccccc2NC(=O)Cc2ccccc2)CC1	10	·	5	0.0	-0.2
47	O=C(NCc1ccc(Cl)cc1)C1CCCN(S(=O)(=O)c2cnc[nH]2)C1 (stereo not drawn)	3	-9	-4	0.4	0.6
48	CC1CCC/C(=C(\C#N)c2nc(-c3cc4ccccc4oc3=O)cs2)C1 (stereo not drawn)	4	-7	-10	-0.9	1.8
49	N#C/C(=C(/O)COC(=O)c1ccc2c(c1)OCCO2)c1nc2ccccc2[nH]1	-6	-10	-78	-2.0	0.2
50	CCS(=O)(=O)c1ccc(C(=O)NC2CC2)c(Cl)c1Cl	6	2	-8	-0.3	-0.3

#	Cl transport mod	Hck-Nef inh	FXIIa inh	thrombin 1536
41	0.81	2	9	0
42	·	1	1	-3
43	-0.91	8	7	-4
44	0.029	0	7	-3
45	0.055	-6	6	7
46	1.1	4	28	0
47	0.61	4	12	-8
48	0.59	3	1	-1
49	-0.24	5	8	-7
50	-0.6	-11	10	1

Other compounds follow.
#	compound	FXIa inh 1536	Rad51 HR inh	KLK5 inh	TNF death inh	zVAD death inh
51	Cc1csc(Nc2ccccc2)[n+]1-c1ccccc1	-9	-3	-11	56*	0.9
52	Cc1ccc(/C=[N+](/C)[O-])cc1	-1	14	3	0.3	-0.9
53	O=C(Nc1ccc(OCC(=O)N2CCOCC2)cc1)Nc1cccc2ccccc12	-3	-7	-5	0.7	22
54	COC(=O)c1ccccc1NC(=O)C/C(C)=N/NC(=O)CC#N	0	29	1	0.3	2.5
55	Cc1ccc2c(c1)N(C(=O)CSc1nncn1C)C(C)(C)c1ssc(=S)c1-2	-6	2	-8	-12	-0.2
56	NNC(=O)c1ccc(CSc2n[nH]c(=O)[nH]c2=O)cc1	-7	8	-7	0.8	1.0
57	NC(=S)N/N=C/c1c(O)ccc2ccccc12	-3	11	-3	-5.2	0.2
58	N#Cc1nc(COc2ccc(Br)cc2)oc1NCCCn1ccnc1	5	·	-3	-0.8	-0.2

#	Cl transport mod	Hck-Nef inh	FXIIa inh	thrombin 1536
51	-0.4	21	3	-29
52	0.07	24	3	-7
53	0.16	19	4	-5
54	-0.49	20	6	11
55	0.85	0	1	-12
56	0.42	6	5	0
57	3.8	2	1	-9
58	-1.5	-1	19	5

Bioassay records (PubChem BioAssay)
